TDP-43 yeast inh: qHTS of TDP-43 Inhibitors; TDP-43 expressing yeast growth rescue, BacTiter-Glo, 24 h; Potency, µM (series often up to 46.1 µM), inactives show at the highest dose growth rescue (activation), usual class: activators; actives 1.8% (n = 410,000); also: % of control where 0% means no effect; nearly all actives have a fitted effect of over 50% in size
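Readout is BacTiter-Glo luminescence of cell growth, so inhibitors register as activators. TDP-43-expressing yeast at OD600=0.02 in galactose medium, after raffinose pregrowth to mid-log, were incubated with compound for 24 hr at 30 deg C.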
GLP1R inv ag: qHTS of GLP-1 Receptor Inverse Agonists (Inhibition Mode); HEK293 GLP-1R CRE-luciferase, luminescence, 24 h; GLP-1R form is constitutively active; Glucagon-like peptide 1 receptor (Homo sapiens), P43220; Potency, µM (doses to about 38.3 µM), without a hit: at the highest dose activity change, negative = inhibition, actives largely listed as inhibitors; actives 1.6% (n = 410,000); also: % is scaled to controls: 0 for no effect and ±100 for the full control effect; nearly all actives have a fitted effect of over 55% in size
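Using stably transfected HEK293 (constitutively active GLP-1R, cAMP-luciferase reporter), compounds were incubated 24 hr and luciferase measured by luminescence.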
GLP-1R agonist: qHTS of GLP-1 Receptor Agonists | Glucagon-like peptide 1 receptor (Homo sapiens), P43220 | actives 0.007% (n = 380,000) | Potency, µM (top dose mostly 45.6 µM), for inactives: at the highest dose activation, usual class: activators | HEK293 GLP-1R CRE-luciferase, luminescence, 4-6 h; cells express a hypersensitive GLP-1R form; also: % of control where 0% means no effect
HT1080-NT tox: qHTS for induction of synthetic lethality in tumor cells producing 2HG: qHTS for the HT-1080-NT fibrosarcoma cell line; HT-1080-NT fibrosarcoma viability, CellTiter-Glo ATP luminescence, 48 h; Potency, µM (highest dose often 46.1 µM), without a hit: at the top dose activity, negative = less viability, most hits filed as cytotoxic; actives 1.6% (n = 360,000); AID 686970, 2013;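 also: NT is the 2HG producing partner of a matched IDH1 knockdown line; 0% = DMSO-treated cells and -100% = media-only wells without cells; nearly all actives have a fitted effect of over 55% in size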
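HT-1080-NT; 750 cells/well; 5% FBS RPMI; 48 h compound, 37 degrees C; CellTiter-Glo luminescence; curve fitting and curve-class assignment.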
SW480 rerep: A quantitative high throughput screen for small molecules that induce DNA re-replication in SW480 colon adenocarcinoma cells | SW480 DNA re-replication, Hoechst DNA content imaging, 48 h | Potency, µM (doses to about 46.1 µM), without a hit: at the highest dose re-replication activation, hits mostly activators | actives 1.8% (n = 340,000); also: % of control where 0% means no effect; nearly all actives have a fitted effect of over 55% in size
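Per well, 250 cells were exposed to pinned compound for 48 hr. Nuclear DNA was visualised with Hoechst (40 min, 37 C) and total object intensity recorded by fluorescence scanning.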
GLP1R cytotox: qHTS of GLP-1 Receptor Inverse Agonists: Cytotox Screen; actives 0.13% (n = 410,000); Potency, µM (highest dose often 38.3 µM), inactives show at the highest dose activity change, negative = inhibition, usual class: inhibitors; HEK293 cAMP-luciferase reporter cells, luminescence, 24 h;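 also: loss of luciferase light is scored as toxicity; % is scaled to controls: 0 for no effect and ±100 for the full control effect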
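Cells in DMEM/10% Nu serum/1% pen-strep, 1536-well format. Pre-incubated 12 h, dosed with 23 nL compound, incubated a further 24 h. Luciferase detection, 12 min at room temp, luminescence.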
HT1080 IDH1KD tx: qHTS for induction of synthetic lethality in tumor cells producing 2HG: qHTS for the HT-1080-IDH1KD cell line; HT-1080 IDH1 knockdown viability, ATP luminescence, 48 h; Potency, µM (doses to about 46.1 µM), inactives show top-dose activity, negative = toxicity, actives largely listed as cytotoxic; actives 2% (n = 360,000); AID 686971, 2013;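 also: 0% = DMSO wells and -100% = cell-free medium wells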
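Viability of IDH1-knockdown HT-1080 fibrosarcoma cells was assessed by CellTiter-Glo after 48 h at 37 °C with titrated compound; concentration-effect curves were classified by fit quality and response size.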
KB-3-1 tox: qHTS assay for MDR1-selective chemotherapeutics: Primary screen using the parental adenocarcinoma cell KB-3-1 | KB-3-1 viability, CellTiter-Glo ATP luminescence, 72 h | Potency, µM (doses to about 46.1 µM), for inactives: at the top dose activity change, negative = cytotoxic, usual class: cytotoxic | actives 1.4% (n = 400,000) | AID 1347075, 2019; also: % is scaled to controls: 0 for no effect and ±100 for the full control effect; nearly all actives have a fitted effect of over 60% in size
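Here the drug-naive KB-3-1 line serves as comparator for MDR sub-line selectivity; cells received compound titrations, 72 h at 37 °C, then CellTiter-Glo readout.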
KB-V1 MDR tox: qHTS assay for MDR1-selective chemotherapeutics: Primary screen using the drug-selected MDR subline cells KB-V1; KB-V1 MDR cells viability, CellTiter-Glo, 72 h; Potency, µM (series often up to 46.1 µM), without a hit: top-dose activity change, negative = cytotoxicity, actives largely listed as cytotoxic; actives 3.4% (n = 400,000); also: % is scaled to controls: 0 for no effect and ±100 for the full control effect; nearly all actives have a fitted effect of over 60% in size
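Drug-selected KB-V1 cells, grown in DMEM lacking phenol red with 10% FBS, receive compound titrations; after three days at 37 degrees C, surviving cell ATP is quantified by CellTiter-Glo luminescence and responses normalized and curve-fitted.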
An asterisk follows results filed as active; u = inconclusive; x = not tested or not shown; & = joins results of further samples; [ ] = remark or other dose. Calls follow the shape of the dose curve; as a rule, active = well fitted curve in the direction sought with a large enough effect; inconclusive = small, poorly fitted or top-dose-only effect, or another doubt; inactive = no such curve, though single readings can be large; an effect the other way counts as inactive or inconclusive. Potency is read from the fitted curve at half-maximal effect. Compounds were not picked by outcome. Share with any hit: about 9.4%.

(1) O=C(Nc1nc2ccccc2n1Cc1ccc(Cl)cc1)c1ccco1
(2) Cc1cccc(C(=O)Nc2ccc3nc(SCC(=O)N4CCc5ccccc54)sc3c2)c1
(3) CSCCC(c1nnnn1-c1c(C)cccc1C)N1CCN(C/C=C/c2ccccc2)CC1 (centres undefined)
(4) COc1ccc2c(c1)C(=O)N1[C@H]3c4cc(Cl)ccc4OC[C@@H]3[C@H](c3ccccc3)[C@]1(C)C(=O)N2
(5) CCON1C(=O)C2(CCCCC2)C(=O)C12C=CCCC2 (centres undefined)
(6) Cc1ccc(/C(N)=N/OC(=O)COc2cccc3ccccc23)cc1
(7) CC(=O)NS(=O)(=O)c1ccc(NC(=O)c2ccc(S(=O)(=O)N3CCCC3)cc2)cc1
(8) O=C(Nc1ccc(F)cc1)C(Cc1ccccc1)n1cccc1 (centres undefined)

compound no.,1,2,3,4,5,6,7,8
TDP-43 yeast inh,-23%,-9%,7%,26%,0%,15%,24%,u
GLP1R inv ag,0%,-13%,u,13%,-8%,14%,-1%,13µM*
GLP-1R agonist,0%,x,6%,-2%,-8%,-1%,-6%,12%
HT1080-NT tox,-12%,x,u,6.5µM*,9%,20%,2%,-19%
SW480 rerep,3%,x,x,9.2µM*,3%,x,-21%,-7%
GLP1R cytotox,11%,-2%,5%,22%,-9%,-2%,2%,-5%
HT1080 IDH1KD tx,-13%,x,u,15µM*,8%,1%,12%,-11%
KB-3-1 tox,-15%,0%,u,u,9%,4%,7%,-7%
KB-V1 MDR tox,7%,2%,u,u,u,22%,2%,-6%

(9) CCOC(=O)CNC(=O)N1CCc2ccc(NC(=O)c3ccccc3OC)cc2C1
(10) O=C(/C=C/c1ccccc1)NCCC1=CCCCC1
(11) Cc1ccc(NC(=O)/C=C/c2ccc(Cl)cc2)nc1
(12) COc1cccc(CNC(=O)c2cc3cc(C)ccc3n2C)c1
(13) CC(C)(C)c1ccc(C(=O)N2CCOC23CCCCC3)cc1
(14) CN(C(=O)c1cccc(NC(=O)Cc2ccc(NC(=O)C3CCN(C(=O)C4CC4)CC3)cc2)c1)C1CC1
(15) O=C(NC(NC(=S)N1CCOCC1)C(Cl)(Cl)Cl)c1cccc2ccccc12 (centres undefined)
(16) O=C(/C=C/c1ccco1)OCC(=O)N1CCCCC1

compound no.,9,10,11,12,13,14,15,16
TDP-43 yeast inh,-7%,u,-8%,27%[9.22 µM],1%,12%,11%,-22%
GLP1R inv ag,-18%,u,-12%,u,u,6%,u,2%
GLP-1R agonist,24%,7%,1%,x,1%,3%,-11%,14%
HT1080-NT tox,-1%,15%,-2%,x,1%,10%,14%,-3%
SW480 rerep,-6%,-45%[inhibitor],13%,x,x,u,-7%,8%
GLP1R cytotox,-28%,-14%,3%,-15%,-7%,-3%,11%,20%
HT1080 IDH1KD tx,4%,u,-11%,x,7%,11%,-1%,-16%
KB-3-1 tox,22%,-7%,-20%,-14%,-3%,19%,1%,-2%
KB-V1 MDR tox,u,u,-30%,u,-2%,-1%,16µM*,u

(17) S=C(NCCc1ccccc1)NCCc1ccccc1
(18) CCCCC(=O)OCC(=O)Nc1ccc(OC(F)F)cc1
(19) CC(C)S(=O)(=O)c1csc(NC(=O)Nc2ccc(Cl)cc2)c1
(20) O=C(C1CCC1)N1CCC(O)(c2cccc(F)c2)CC1
(21) CC1CN(S(=O)(=O)c2ccc(Cl)c(C(F)(F)F)c2)CC(C)O1 (centres undefined)
(22) CC(C)NC(=O)c1ccc(CONC(=O)OCc2ccccc2)cc1
(23) O=C(Nc1nccs1)c1cc2cc(Cl)ccc2oc1=O
(24) O=C(NC(CO)C(O)c1ccc([N+](=O)[O-])cc1)C(Cl)Cl (centres undefined)

compound no.,17,18,19,20,21,22,23,24
TDP-43 yeast inh,22%,19%,-8%[1.82 µM],0%,-14%,15%,-15%,14%
GLP1R inv ag,-12%,-3%,u,2%,2%,-5%,12%,-4%
GLP-1R agonist,2%,1%,13%,4%,-5%,-4%,0%,-3%&1%
HT1080-NT tox,-11%,5%,-19%,-2%,8%,-3%,u,6%
SW480 rerep,-3%,0%,-3%,0%,-16%,x,8%,u
GLP1R cytotox,10%,-2%,-20%,7%,5%,4%,2%,0%
HT1080 IDH1KD tx,-1%,6%,-16%,15%,2%,8%,-1%,-11%
KB-3-1 tox,-9%,-3%,-3%,14%,2%,-10%,22%,0%
KB-V1 MDR tox,u,19%,-5%,0%,0%,-5%,2%,-24%

A second format for part of the listing above:
Every second line gives: TDP-43 yeast inh	GLP1R inv ag	GLP-1R agonist	HT1080-NT tox	SW480 rerep	GLP1R cytotox	HT1080 IDH1KD tx	KB-3-1 tox	KB-V1 MDR tox
22: CC(C)NC(=O)c1ccc(CONC(=O)OCc2ccccc2)cc1
    15%	-5%	-4%	-3%	x	4%	8%	-10%	-5%
23: O=C(Nc1nccs1)c1cc2cc(Cl)ccc2oc1=O
    -15%	12%	0%	u	8%	2%	-1%	22%	2%
24: O=C(NC(CO)C(O)c1ccc([N+](=O)[O-])cc1)C(Cl)Cl (centres undefined)
    14%	-4%	-3%&1%	6%	u	0%	-11%	0%	-24%

An excerpt from above in order of count of non-hydrogen atoms, rising.
(24) O=C(NC(CO)C(O)c1ccc([N+](=O)[O-])cc1)C(Cl)Cl (centres undefined)
(18) CCCCC(=O)OCC(=O)Nc1ccc(OC(F)F)cc1
(22) CC(C)NC(=O)c1ccc(CONC(=O)OCc2ccccc2)cc1

compound no.,24,18,22
TDP-43 yeast inh,14%,19%,15%
GLP1R inv ag,-4%,-3%,-5%
GLP-1R agonist,-3%&1%,1%,-4%
HT1080-NT tox,6%,5%,-3%
SW480 rerep,u,0%,x
GLP1R cytotox,0%,-2%,4%
HT1080 IDH1KD tx,-11%,6%,8%
KB-3-1 tox,0%,-3%,-10%
KB-V1 MDR tox,-24%,19%,-5%

(further entries)
(25) O=C(COC(=O)CCC(=O)c1ccc(Cl)cc1)NCC1CCCO1 (centres undefined)
(26) CCc1c(C)sc2c1CCN(Cc1ccccc1F)C2c1ccccc1 (centres undefined)
(27) Cc1ccc(S(=O)(=O)n2cnc3ccccc32)cc1
(28) Cc1ccc(C(=O)NCCc2nnc3ccc(SCC(=O)N4CCCCC4)nn23)cc1
(29) Cc1ccc(NC(=O)Cn2c(=O)oc3cc(S(=O)(=O)N4CCCCC4)ccc32)c(C)c1
(30) COc1ccc(O)c(/C=N/NC(=O)CCC(=O)Nc2cccc(C)c2)c1
(31) Cc1nc(NCc2ccccn2)c2ccccc2n1
(32) Cc1cc(C)nc(SCc2nnc(SCC(N)=O)n2Cc2ccco2)n1

compound no.,25,26,27,28,29,30,31,32
TDP-43 yeast inh,-10%,-9%,9%,-5%,24%,-19%,2%,-8%
GLP1R inv ag,1%,u,5%,4%,u,u,2%,5%
GLP-1R agonist,-10%,x,-3%,-3%,x,12%,4%,18%
HT1080-NT tox,10%,x,4%,0%,x,u,u,2%
SW480 rerep,-1%,x,-4%,0%,x,5.8µM*,-4%,-10%
GLP1R cytotox,-3%,-12%,3%,-4%,-1%,46%[activator],-24%,16%
HT1080 IDH1KD tx,11%,x,-5%,-8%,x,u,-11%,1%
KB-3-1 tox,1%,18µM*,8%,x,u,-28%,u,-2%
KB-V1 MDR tox,15%,u,u,x,2%,u,u,12%

(33) CCC1C(=O)CC(c2ccco2)NC1c1ccco1 (centres undefined)
(34) COc1ccc(/C=C2\SC(=S)N(CCC(=O)N3CCCCC3CCO)C2=O)cc1 (centres undefined)
(35) COc1ccc(CC(=O)Oc2ccc(C(C)(C)C)cc2)cc1S(=O)(=O)N1CCOCC1
(36) COc1ccc2nc(N3C(=O)CC(Cc4cc(C)cc(C)c4)C3=O)sc2c1 (centres undefined)
(37) NNc1nc2sc3c(c2c(=O)n1Cc1ccccc1)CCC3
(38) CCOc1ccc(Cl)cc1Nc1nc(NCCO)nc(N2CCCC2)n1
(39) COc1ccc(-c2csc(C(O)c3cccnc3)n2)cn1 (centres undefined)
(40) CC(=O)N1c2ccc(S(=O)(=O)NCC3CCC(C(=O)N4CCCC(C)C4)CC3)cc2CC1C (centres undefined)
(41) C/C(=N\NC(=O)CC1N=C(Cc2ccccc2)NNC1=O)c1ccncc1 (centres undefined)
(42) O=c1[nH]c(/C=C\c2cccnc2)c([N+](=O)[O-])c(=O)[nH]1
(43) CN(CC(=O)NC1CCCc2ccccc21)S(=O)(=O)c1ccc2c(c1)c(=O)n(C)c(=O)n2C (centres undefined)

compound no.,33,34,35,36,37,38,39,40,41,42,43
TDP-43 yeast inh,-13%,10%,u,28%,24%,x,u,u,-3%,-18%,7%
GLP1R inv ag,1%,u,-7%,-5%,7%,x,4%,8%,13%,-12%,7%
GLP-1R agonist,u,3%,15%,-8%,7%,13%,7%,10%,5%,2%,0%
HT1080-NT tox,19%,1%,6%,2%,-4%,x,21%,2%,8%,20%,-14%
SW480 rerep,-3%,-12%,-4%,-4%,-96%[inhibitor],-2%,x,-16%,-4%,-15%,-7%
GLP1R cytotox,-5%,u,3%,-1%,1%,x,1%,5%,2%,-1%,11%
HT1080 IDH1KD tx,20%,-2%,-2%,6%,0%,x,0%,-1%,11%,5%,-4%
KB-3-1 tox,27%,-28%,14%,-2%,5%,-2%,0%,-11%,4%,-4%,2%
KB-V1 MDR tox,u,-7%,0%,u,1%,26%,-4%,12%,8%,u,18%
